From PubChem BioAssay
Kir21 inh: blocks the mouse Kir2.1 inward-rectifier potassium channel | B-score at 10 µM | AID 1672 | HEK293-Kir2.1, FluxOR thallium flux fluorescence; active compounds read low | 310,000 compounds, 0.85% hits;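 active means fluorescence ratio B-score at or below minus 3 SD of library scores, with starting-brightness B-score within 2 SD, cut at about -4.2 in these data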;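 further: channel flux triggered by added potassium and thallium sulfate stimulus; B-score of peak minus minimum fluorescence over baseline after thallium stimulus; more negative B-score means stronger Kir2.1 block with less thallium influx; some compounds called inactive have numbers as strong as hits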
CHT inh: inhibits the human high affinity choline transporter. Q9GZV3. CHT-expressing cells, membrane potential dye, choline response; active compounds read low. B-score at 10 µM. 310,000 compounds, 0.86% hits. AID 488975;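 active means B-score over 3 SD under the library average, and starting fluorescence ratio not unusually high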;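 further: choline stimulus applied at its EC90 after an EC20 pre-addition; B-score computed on integrated fluorescence ratio after choline addition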
KCNQ2 block: KCNQ2 potassium channel inhibitors, primary screen, cell-based, CHO-K1, FluxOR thallium flux, B-score (AID 2156); O88943; 20 min; active compounds read low; B-score at 10 µM; 310,000 compounds, 1.1% hits;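 active means fluorescence ratio B-score at most minus 3 library SDs, with starting brightness B-score within 2 library SDs, cut at about -5.5 in these data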
Target sequence (O88943 whole entry, looked up): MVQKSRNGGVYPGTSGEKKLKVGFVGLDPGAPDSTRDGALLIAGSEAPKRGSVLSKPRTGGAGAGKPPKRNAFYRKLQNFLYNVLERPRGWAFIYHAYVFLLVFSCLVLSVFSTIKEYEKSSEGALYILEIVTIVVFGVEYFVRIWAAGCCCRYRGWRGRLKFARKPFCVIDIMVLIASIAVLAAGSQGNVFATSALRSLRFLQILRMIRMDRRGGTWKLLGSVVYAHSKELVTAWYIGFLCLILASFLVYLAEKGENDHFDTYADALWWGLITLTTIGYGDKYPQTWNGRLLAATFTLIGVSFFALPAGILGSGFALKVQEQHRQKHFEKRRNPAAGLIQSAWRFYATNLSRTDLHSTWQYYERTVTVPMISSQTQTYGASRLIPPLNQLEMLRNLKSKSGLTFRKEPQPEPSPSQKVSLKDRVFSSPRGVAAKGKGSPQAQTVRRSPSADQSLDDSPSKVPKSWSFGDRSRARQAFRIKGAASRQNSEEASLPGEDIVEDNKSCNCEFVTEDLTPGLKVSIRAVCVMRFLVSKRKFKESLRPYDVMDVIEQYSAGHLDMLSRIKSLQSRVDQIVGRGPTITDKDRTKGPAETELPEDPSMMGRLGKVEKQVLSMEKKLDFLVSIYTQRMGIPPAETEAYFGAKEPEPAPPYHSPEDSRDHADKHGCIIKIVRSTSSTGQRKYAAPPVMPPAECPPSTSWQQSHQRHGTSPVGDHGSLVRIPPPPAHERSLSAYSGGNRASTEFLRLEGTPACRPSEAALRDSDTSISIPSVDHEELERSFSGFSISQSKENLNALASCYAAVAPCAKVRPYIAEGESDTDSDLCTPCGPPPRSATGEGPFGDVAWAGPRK
* marks the source's active call; other numbers are inactive results; i = inactive; nt = no result given.

SMILES	Kir21 inh	CHT inh	KCNQ2 block
Cc1cccc(OCc2ccc(C(=O)N3CCOCC3)o2)c1	1.2	i	i
O=C(CCN1C(=O)/C(=C/c2ccccc2Cl)SC1=S)NCCCN1CCOCC1	-1.3	i	i
Nc1nnc(SCc2ccc3c(c2)OCO3)s1	-0.3	i	i
Cn1nc(C(=O)N2CCN(c3ccccn3)CC2)c2ccccc2c1=O	0.07	i	i
Cc1ccc(C)c(Cn2cnc3c(cnn3C(C)(C)C)c2=O)c1	0.97	i	i
CCOc1ccc(NC(=O)c2oc3ccccc3c2NC(=O)CC)cc1	-0.82	i	i
O=C(Nc1ccccc1)c1ccc(NCc2cccnc2)c(S(=O)(=O)N2CCOCC2)c1	0.15	i	i
O=C(OCC(=O)N1CCCC1)c1ccc(O)cc1	-2.3	i	i
COc1cc(-c2cc(=O)c3c(O)c(OC)c(OC)c(O)c3o2)ccc1O	-0.53	i	i
O=C(COC(=O)c1cccc(S(=O)(=O)N2CCCCC2)c1)NC1CCCc2ccccc21 (configuration not stated)	0.77	i	i
O=C(CCN1CCN(C/C=C/c2ccccc2)CC1)Nc1cccc(F)c1	-0.11	i	i
C=CCN(C(=O)c1cccc(S(=O)(=O)N2CCN(C)CC2)c1)c1nc(-c2ccccc2)cs1	-0.89	i	i
Cc1cc(C(=O)COC(=O)c2cccs2)c(C)n1-c1c(C)n(C)n(-c2ccccc2)c1=O	-0.76	i	i
O=C(NCc1n[nH]c(=S)n1-c1ccccc1Cl)c1ccc(S(=O)(=O)N2CCCCC2)cc1	-0.92	i	i
CCCc1cc(=O)n2[nH]c(SCc3ccccc3)nc2n1	-0.63	i	i
CC(C)OP(=O)(OC(C)C)C(Nc1ccccc1)c1cccc2c1OCO2 (configuration not stated)	0	i	i
CN(Cc1ccc(C(C)(C)C)cc1)C(=O)c1ccc2c(=O)n3c(nc2c1)CCC3	-0.03	i	i
COc1ccc(NC(=O)c2cc(-c3ccncc3)nc3ccc(Br)cc23)cc1OC	0.62	i	i
COC(=O)C(Cc1ccc(O)cc1)NC(=O)C(CC(=O)OC(C)(C)C)NC(=O)OC(C)(C)C (configuration not stated)	2.2	i	i
O=C(C[n+]1cc(-c2ccc(Cl)cc2)n2c1CCC2)N1c2ccccc2Sc2ccccc21	-0.1	i	i
O=c1oc(-c2ccco2)nc2c1cnn2-c1ccccc1	-0.95	i	i
CC(NC(=O)COC(=O)Cc1ccsc1)c1ccccc1 (configuration not stated)	-1.9	i	i
COc1ccc(OC)c(NC(=O)CCNS(=O)(=O)c2ccc3[nH]c(=O)oc3c2)c1	-0.17	i	i
CC(=O)NC1CCC(C(=O)O)(c2ccccc2)C1 (configuration not stated)	0.49	i	i
Cc1nc2cc(-c3cccc(F)c3)nn2c(C)c1CCC(=O)N1CCN(c2ccccn2)CC1	-1.4	i	i
Nc1nc(-c2ccccc2)nc(-c2ccccc2O)n1	-0.86	i	i
CCOC(=O)C1CCCN(S(=O)(=O)c2ccc(F)c(C(=O)Nc3ccc(F)c(F)c3)c2)C1 (configuration not stated)	0.08	i	i
O=C(c1cc2cc([N+](=O)[O-])ccc2oc1=O)n1cccn1	-0.33	i	i
C/C(=N\NC(=O)c1ccc(F)cc1)c1cccc(NC(=O)c2cccc(F)c2)c1	0.18	i	i
COC(=O)C(CCSC)NC(=O)C(NC(=O)C1CCC(C)CC1)C(C)C (configuration not stated)	-0.99	i	i
CCOc1cc(/C=N/NC(=O)CN(CCc2ccccc2)S(=O)(=O)c2ccc(NC(C)=O)cc2)ccc1O	1.8	i	i
COCCOC(=O)c1[nH]c2c(c1C)C(=O)CC(c1ccc(N(C)C)cc1)C2 (configuration not stated)	0.25	i	i
COc1cc(NC(=O)COc2c(C)cc(C)cc2[N+](=O)[O-])c(OC)cc1Cl	-0.65	i	i
CC(O)c1nc2ccc(Cc3ccc4nc(C(C)O)[nH]c4c3)cc2[nH]1 (configuration not stated)	3	i	i
CCCCOc1c(C(=O)Nc2ccccc2)nnn1-c1ccccc1	0.86	i	i
COc1cc(OC)cc(C(=O)NC(=S)Nc2ccc3[nH]c(=O)[nH]c3c2)c1	-1.4	i	i
Cc1nn(-c2ccccc2)c(C)c1-c1nnc(C(F)(F)F)o1	-0.19	i	i
COc1ccccc1OCC(O)CO (configuration not stated)	-1.2	i	i
COc1cc2c(cc1OC)C(C)N(CC(=O)Nc1ccc(C)c(S(=O)(=O)N3CCOCC3)c1)CC2 (configuration not stated)	0.04	i	i
CCCNC(=O)c1ccc2c(c1)ncn2-c1ccccc1OC	-0.04	i	i
Cc1nnc(SCC(=O)NC2CC2)n1CCc1ccccc1	-2.5	i	i
Cc1ccc(NC(=O)c2ccc(-c3nn(C)c(=O)c4ccccc34)cc2)cc1	-1.2	i	i
C/C(=N\NC(=O)CSCc1ccccc1Cl)c1cc(O)ccc1O	-2	i	i
COc1ccc(C)cc1NC(=O)CSc1nnc2ccc(-c3cccnc3)nn12	-0.12	i	i
O=C(CSc1nc(N2CCCCC2)nc(N2CCCCC2)n1)N1CCc2ccccc21	-0.56	nt	i
C=CCn1c(C)cc(C(=O)CSc2n[nH]c(N)n2)c1C	1.2	i	i
COc1cc(OC)cc(-n2nnnc2SCC(=O)Nc2nc3c(s2)CCCC3)c1	1.2	i	i
O=c1c2c([nH]c3ccccc13)CCC2	0.02	i	i
Cc1cnc(=O)[nH]c1SCc1cccc(C(F)(F)F)c1	0.11	i	i
CSc1nncc(/C(C)=N\Nc2ccccc2)n1	-0.53	i	i
CC(=O)Nc1ccc(Nc2nnc(-c3ccc(O)cc3)c3ccccc23)cc1	-0.65	i	i
Nc1nonc1C(=O)OCC(=O)c1ccc(Cl)cc1	-0.62	i	i
CSc1ccc(S(=O)(=O)N2CCC(C(=O)NCc3ccncc3)CC2)cc1	-0.71	i	i
COc1c(C)cc(Br)cc1C(=O)NC(=S)Nc1ccc(Cl)c(C(=O)O)c1	0.63	i	i
COc1ccc(NC(=O)C(OC(=O)c2ccc([N+](=O)[O-])o2)c2ccccc2)cc1Cl (configuration not stated)	-0.04	i	i
COc1ccc(C(=O)CC(=O)C(=O)Nc2cccc([N+](=O)[O-])c2C)cc1	-0.64	i	i
CC(=O)c1ccc(-n2c(CCC(=O)O)ccc2-c2ccc(C)cc2)cc1	0.27	i	i
CCCn1cc(C(CC(=O)O)C(=O)O)c2ccccc21 (configuration not stated)	-0.58	i	i
Cc1ccnc2nc(C(=O)NC3=NCCS3)nn12	0.88	i	i
Cc1ccc(-n2nc3c(c2NC(=O)C2CCCC2)CS(=O)(=O)C3)cc1	-0.61	i	i

The list goes on:
SMILES	Kir21 inh	CHT inh	KCNQ2 block
Cc1ccccc1CNC(=O)c1ccccc1NS(C)(=O)=O	-0.03	i	i
COC(=O)C1=C(C)NC(C)=C(C(=O)O[C@@H]2CCCN(Cc3ccccc3)C2)[C@@H]1c1cccc([N+](=O)[O-])c1	0.63	i	-5.8*
COc1ccc(S(=O)(=O)N2CCN(c3cccc(C)c3C)CC2)cc1	1.4	i	i
CCOc1ccc(C(=O)OCC(=O)NCc2ccco2)cc1OCC	1.1	i	i
CC(C)S(=O)(=O)c1csc(NC(=O)Nc2ccc(Cl)cc2)c1Cl	-1.3	i	i
CCCC(=O)c1ccc(N2CCC(C)CC2)c(F)c1	-2.7	i	i
O=C(Nc1ccc2c(c1)ncn2-c1ccccc1)c1ccco1	-0.5	i	i
CC1=NN(Cc2ccccc2)C(=O)/C1=C/c1ccc(N(C)C)cc1	-0.67	i	i
COc1ccc(CNc2ccc(S(=O)(=O)N3CCN(C)CC3)cn2)cc1OC	-1.1	i	i
O=C(NC1CCCC1)C(c1ccccn1)N(Cc1ccc(F)cc1)C(=O)c1csnn1 (configuration not stated)	1.5	i	i
CCOC(=O)c1c(-c2cccc(C)c2)csc1NC(=O)c1c(-c2ccccc2)noc1C	-0.05	i	i
COc1ccccc1NC(=O)Nc1nc(CC(=O)NCc2c(F)cccc2F)cs1	-0.32	i	i
O=C(Cc1ccccc1)NC1CCN(C(=O)NCc2ccccc2)CC1	0.18	i	i
CC1(C)C2([N+](=O)[O-])CN3CC1([N+](=O)[O-])CN(C2)C31CCCC1	0.41	i	i
O=C(NC(=S)Nc1ccc(CN2CCOCC2)cc1)c1ccc(-c2cccc(Cl)c2)o1	3.1	i	i
O=c1[nH]c2ccc(S(=O)(=O)Nc3ccc(-c4nnc5n4CCCCC5)cc3)cc2o1	0.44	i	i
COCCNc1oc(/C=C/c2ccc(F)cc2)nc1S(=O)(=O)c1ccccc1	-0.11	i	i
COc1ccc(N2C(=O)/C(=C/c3cccs3)NC2=S)cc1	0.79	i	i
COc1ccc(CNC(=O)CSc2nc3ccc(OC)cc3[nH]2)cc1	1.3	i	i
COc1cccc(C(=O)Nc2nc(C)cs2)c1	-0.99	i	i
Cc1ccccc1NC(=O)c1ccc2ccccc2c1	0.31	i	i
COc1ccccc1NS(=O)(=O)c1cc(NC(=O)c2ccc3ccccc3n2)ccc1Cl	0.77	i	i
Cc1nn(C)cc1/C=N/n1nnnc1N	0.49	i	i
Cc1c(C(=S)NC(=O)C2CC2)c(=O)n(-c2ccccc2)n1C	-0.35	i	i
O=C(c1ccco1)N1CCN(Cc2nc3ccccc3c(=O)n2-c2ccc(F)cc2)CC1	-0.34	i	i
O=C(Cn1cnc2ccc(Cl)cc2c1=O)c1cccs1	0.4	i	i
COc1ccccc1C1/C(=C(/O)c2ccc(C)cc2)C(=O)C(=O)N1CC(C)O (configuration not stated)	0.3	i	i
Cc1ccc(C)c(NC(=O)N2CCCCCC2)c1	-0.23	i	i
Cc1ccc(N2C(=O)c3ccc(C(=O)O)cc3C2=O)cc1C	0.82	i	i
O=C(Cc1ccccc1)N[C@@H](Cc1ccccc1)C(=O)O	0.16	i	i

The closing 5 compounds of the section before open the next one.
SMILES	Kir21 inh	CHT inh	KCNQ2 block
O=C(Cn1cnc2ccc(Cl)cc2c1=O)c1cccs1	0.4	i	i
COc1ccccc1C1/C(=C(/O)c2ccc(C)cc2)C(=O)C(=O)N1CC(C)O (configuration not stated)	0.3	i	i
Cc1ccc(C)c(NC(=O)N2CCCCCC2)c1	-0.23	i	i
Cc1ccc(N2C(=O)c3ccc(C(=O)O)cc3C2=O)cc1C	0.82	i	i
O=C(Cc1ccccc1)N[C@@H](Cc1ccccc1)C(=O)O	0.16	i	i
Cc1ccc2nc(C)cc(C(=O)N/N=C/c3ccncc3)c2c1	0.1	i	i
O=C(NNS(=O)(=O)c1ccccc1)c1cccnc1	-1.4	i	i
c1cc(-c2cc3cc(N4CCOCC4)ccc3o2)cs1	0.36	i	i
CCc1ccccc1N(C(C)=O)c1nc(CCl)cs1	-0.84	i	i
Cn1cc(S(=O)(=O)Nc2ccc(OC(F)(F)F)cc2)c(=O)n(C)c1=O	-0.04	i	i
O=C(NC1CCS(=O)(=O)C1)OC1CCCCC1 (configuration not stated)	0.93	i	i
CCCC(=O)NC1=C(C#N)C2(CCCCC2)Cc2ccccc21	-2.1	i	i
COC(=O)C(Cc1c[nH]c2ccccc12)NC(=O)c1cncc(Br)c1 (configuration not stated)	-1.4	i	i
Cc1ccc(S(=O)(=O)N2CCC(C(=O)N[C@@H](C)C(=O)Nc3ccc(F)cc3)CC2)cc1	-0.34	i	i
CC1=C(C(N)=O)C(c2cccnc2)n2nc(-c3cccc(C)c3)nc2N1 (configuration not stated)	0.35	i	i
C=CCOc1ccc(CNn2cn[nH]c2=S)cc1	-0.48	i	i
COc1cccc(C(=O)Nc2ccc(Cl)c(C(F)(F)F)c2)c1	-0.06	i	i
CCCN1CCC(=NNc2ccc(C(=O)O)cc2)CC1	0.02	i	i
COc1ccc(CN2C(=O)c3ccccc3C2=O)cc1C(=O)OCC(=O)NC1CCCCC1	0.91	i	i
CC(=NCCc1c(C)[nH]c2ccc(C)cc12)C1=C(O)CC(c2ccccc2)CC1=O (configuration not stated)	1.5	i	i
O=C(Nc1ccc2ccccc2c1)c1ccc(Cl)cc1	1.5	i	i
CSc1nc(SCCO)c2sc3nc(-c4ccco4)c4c(c3c2n1)CC(C)(C)OC4	1.1	nt	i
CCc1cc2c(N=Nc3c(O)[nH]c4ccccc34)ncnc2s1	-0.6	i	i
c1ccc2c(c1)nc(N1CCCCCC1)c1ccccc12	-0.48	i	i
O=C(N/N=C/c1ccc(-c2ccccc2[N+](=O)[O-])o1)[C@H]1C[C@@H]1c1ccccc1	0.04	i	i
